TDP1 cell noCPT = qHTS for Inhibitors of human tyrosyl-DNA phosphodiesterase 1 (TDP1): qHTS in cells in absence of CPT. DT40 Tdp1-/- hTDP1 cells, no CPT, ATP luminescence, 48 h. Potency, µM (titrated, usually from 46.2 µM), without a hit: at the top dose activity change, negative = growth inhibition, actives largely listed as inhibitors. actives 15% (n = 420,000). AID 686978, 2013; note: nearly all actives have a fitted effect of over 55% in size
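Chicken DT40 Tdp1-/- cells complemented with human TDP1, screened without camptothecin (DMSO vehicle only), 400 cells/well. Compounds pin-transferred, cells incubated at 37 °C for at least 48 hr. Growth read as ATP-dependent luminescence (CellTiter-Glo, 30 min at RT).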
DT40 TDP1 CPT = growth inhibition of DT40 Tdp1-/-;hTDP1 cells with camptothecin (screen for TDP1 inhibitors); actives 12% (n = 420,000); chicken DT40 Tdp1-/-;hTDP1 cells + 20 nM CPT, ATP luminescence, 48 h; Potency, µM (titrated, usually from 46.2 µM), without a hit: at the highest dose activity change, negative = growth inhibition, hits mostly inhibitors; note: nearly all actives have a fitted effect of over 55% in size
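Cell growth measured by CellTiter-Glo luminescence after a minimum 48 h, 37 C compound exposure with 20 nM CPT in Tdp1-knockout DT40 cells stably expressing hTDP1, seeded 400/well; qHTS titration format.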
TDP1 inh = inhibitors of human tyrosyl-DNA phosphodiesterase TDP1 | AID 485290 | recombinant TDP1, AlphaScreen DNA substrate cleavage | Potency, µM (top dose mostly 130 µM), without a hit: at the highest dose activity change, negative = inhibition, actives largely listed as inhibitors | actives 0.28% (n = 350,000); note: nearly all actives have a fitted effect of over 40% in size
Target sequence (Q9NUW8 whole entry, looked up): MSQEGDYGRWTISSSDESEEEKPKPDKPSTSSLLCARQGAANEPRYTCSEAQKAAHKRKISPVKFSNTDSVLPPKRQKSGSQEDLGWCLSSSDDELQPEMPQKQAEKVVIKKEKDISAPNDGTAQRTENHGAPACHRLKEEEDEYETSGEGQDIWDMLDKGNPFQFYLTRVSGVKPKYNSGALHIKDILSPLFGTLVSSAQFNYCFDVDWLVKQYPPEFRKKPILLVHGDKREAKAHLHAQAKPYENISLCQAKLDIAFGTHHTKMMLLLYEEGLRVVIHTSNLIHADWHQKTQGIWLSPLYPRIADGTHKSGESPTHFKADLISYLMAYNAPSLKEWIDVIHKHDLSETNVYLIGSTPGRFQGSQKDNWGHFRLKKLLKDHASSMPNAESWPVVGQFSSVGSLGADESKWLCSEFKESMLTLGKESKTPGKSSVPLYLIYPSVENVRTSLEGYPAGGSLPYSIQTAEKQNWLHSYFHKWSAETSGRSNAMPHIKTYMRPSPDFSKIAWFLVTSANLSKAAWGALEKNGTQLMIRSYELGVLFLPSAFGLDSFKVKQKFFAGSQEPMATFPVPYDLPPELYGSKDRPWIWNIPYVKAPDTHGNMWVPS
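Here, a 5' biotin and 3' phosphotyrosine-FITC DNA oligonucleotide reports Tdp1 activity: intact substrate bridges AlphaScreen beads, while cleavage leaves a 3' phosphate and drops signal. All incubations at room temperature.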
Active calls of the source: *; ? = inconclusive; . = no result given; & = joins results of further samples; [ ] = remark or other dose. Calls come from the whole dose curve; as a rule, active = well fitted curve in the direction sought with a large enough effect; inconclusive = small, poorly fitted or top-dose-only effect, or another doubt; inactive = no such curve, though single readings can be large; an effect the other way counts as inactive or inconclusive. % is set by controls: 0 for no effect and ±100 for the full control effect; potency is the fitted concentration of half-maximal effect.

smiles	TDP1 cell noCPT	DT40 TDP1 CPT	TDP1 inh
CC(Oc1ccccc1)C(=O)NC1C(=O)N2C(C(=O)O)C(C)(C)S[C@@H]12 (stereo not given in full)	-9%	1%	-10%[56.1 µM]
Cc1ccccc1/C=C1\Sc2ccc(C(=O)N3CCN(c4ccccn4)CC3)cc2N(C)C1=O	1%	-1%	7%
COc1ccc(C(=O)Nn2c(SCC(=O)NC3CCCC3)nc3ccccc3c2=O)cc1	-10%	-4%	-1%
CCOC(=O)c1csc(NC(=O)c2ccc(S(=O)(=O)N(CC)CC)cc2)n1	-10%	-9%	3%
O=C(CCC(=O)c1ccc(F)cc1)Nc1cccc(S(=O)(=O)Nc2cccc(Cl)c2)c1	23µM*	15µM*	6%
COc1ccc(CCNC(=O)CCCCn2c(=O)c3ccccc3n(Cc3ccc(Cl)cc3)c2=O)cc1OC	?	23µM*	-1%
COC(=O)c1c(C)[nH]c(C(=O)NCc2ccco2)c1C	-4%	-9%	9%
O=C(NC(CC(=O)N1CCN(c2ccccc2)CC1)c1ccccc1)c1ccccc1Cl (stereo not given)	?	1%	0%
O=C(CN1CCOCC1)NN=Cc1ccc([N+](=O)[O-])o1	?	21µM*	.
CC1CCCN(C(=O)COc2ccc(NC(=O)c3cccs3)cc2)C1 (stereo not given)	-16%	-9%	-1%
COc1ccc(OCC(O)CN2CCN(c3ccc(Cl)cc3)CC2)cc1 (stereo not given)	?	-24%	1%
CC(=O)Nc1ccc(C(F)(F)F)cc1Cl	-3%	17%	1%
CC(C)OC(=O)CSc1nnc(-c2ccc([N+](=O)[O-])cc2)o1	-18%	4%	5%
Cn1cc(CC(=O)Nc2cccc(C#N)c2)c2ccccc21	-24%	2%	10%
COCCNC(=S)N(CCc1c(C)[nH]c2ccc(Cl)cc12)Cc1cccs1	?	?	8%
COc1cccc(-c2ncn(CCc3ccccc3OC)c2C(C)C)c1	5.8µM*	7.3µM*	.
Cc1ccc(C2c3c(oc4ccccc4c3=O)C(=O)N2c2nnc(C)s2)cc1 (stereo not given)	21µM*	13µM*	12%
Cc1cc(OCc2nc(-c3ccc(NC(=O)c4cccnc4)cc3)no2)ccc1Cl	-8%	-14%	6%
Cc1c(NC(=O)c2cccc(NC(=O)COc3ccccc3)c2)c(=O)n(-c2ccccc2)n1C	-1%	-16%	0%
CC(C)COc1ccc(C(=O)NC(Cc2c[nH]c3ccccc23)C(=O)NN)cc1 (stereo not given)	?	-22%	6%
CSc1ccc(NC(=O)C(C)N2CCN(C)CC2)cc1 (stereo not given)	16%	-23%	.
O=C(Cc1ccc(NC(=O)C2CCN(C(=O)C3CCCC3)CC2)cc1)Nc1cccc(C(=O)N2CCCCC2)c1	-27%	-25%	.
CCN(CC)S(=O)(=O)c1ccc(Cl)c(NC(=O)CSc2nnc(-c3cccs3)o2)c1	?	?	0%
COc1cc2cc3c4c(cc(OC)c(OC)c4c2cc1OC)CCN3C	12µM*	11µM*	23%
Cc1cc2oc3ccc(NCCC4CCCN4C)cc3c(=O)c2cc1C (stereo not given)	16µM*	?	.
CCN(CC)C(=O)c1ccc2sc([C@H]3C[C@H](O)[C@@H](CO)O3)nc2c1	-8%	16%	.
CCCC(=O)N1CCN(S(=O)(=O)c2cc(Cl)ccc2OC)CC1	?	-29%	1%
Cc1cccc(C)c1NC(=O)C1(C)CSCC(=O)N1CCc1ccccc1 (stereo not given)	6%	?	.
CCN(C(=O)CSc1nc2ccccc2c(=O)n1C(C)COC)C1CCS(=O)(=O)C1 (stereo not given)	-11%	24%	0%
CS/C(=N\S(=O)(=O)c1cccs1)Nc1ccc(F)cc1	-28%	-25%	0%
O=C(CSc1ncn(-c2ccccc2)n1)Nc1nc2ccccc2s1	5%	-19%	8%
COc1c(F)c(F)c(C(=O)Nc2ccc(-c3nc4ccccc4[nH]3)cc2)c(F)c1F	4.6µM*	6.5µM*	5%
Cc1cccn2c(=O)c3cc(C(=O)NCCN4CCOCC4)c(=N)n(Cc4cccnc4)c3nc12	8.2µM*	13µM*	2%
O=C(NCc1ccccc1)C1CCCN1S(=O)(=O)c1ccc(F)cc1 (stereo not given)	-9%	-3%	2%
Cc1ccc(NC(=O)Cn2sc3ccccc3c2=O)cc1	4.6µM*	4.6µM*	.
Cn1c(N)c(C#N)c(-c2ccccc2)c(C#N)c1=O	-10%	-6%	.
CC(=O)Oc1c(S(=O)(=O)c2ccccc2)c(C)nn1C(C)(C)C	-8%	4%	1%
COc1cc(NC(=O)c2ccccc2)c(OC)cc1NC(=O)CN1C(=O)N(C)C2(CCCCC2)C1=O	-13%	?	2%
CCN(CC)S(=O)(=O)c1cc(NC(=O)COC(=O)CCc2nc3ccccc3s2)ccc1C	-11%	-22%	7%
O=C(Nn1cnc2ccccc2c1=O)c1ccccc1F	2%	-10%	.
COc1ccc(-n2c(=O)[nH]cc(C(=O)Nc3ccc4c(c3)OCCO4)c2=O)cc1OC	-3%	-16%	3%
O=C(/C=C/c1ccccc1)c1ccc(O)cc1	?	?	15%[56.1 µM]
COc1cccc(NC(=O)c2ccc3snnc3c2)c1	?	-25%	1%
COc1ccc(-c2ncncc2-c2csc(C)n2)c(O)c1	-6%	-8%	5%
CN(CCc1ccccc1)c1cc2c(c3c1ccn3C)C1CCC2C1 (stereo not given)	?	16µM*	.
COc1ccc(CN(Cc2ccccn2)C(=O)CN2C(=O)C(C)Oc3ccccc32)cc1 (stereo not given)	21µM*	?	1%
O=S(=O)(NCC1CCCO1)c1ccc(S(=O)(=O)N2CCCC2)cc1 (stereo not given)	-1%	-24%	3%
CCN(CC)c1ccc(S(=O)(=O)N2CCOCC2)cc1NC(=O)CNCc1cccc(Cl)c1	15µM*	18µM*	.
CC(C(=O)NC1CCCc2ccccc21)N1C(=O)C2CCCCC2C1=O (stereo not given)	14%	3%	1%
COc1cc([N+](=O)[O-])cc(/C=N/NC(=O)c2cccnc2)c1O	?	?	-3%
O=c1c2ccccc2sc2nc(CCl)nn12	?	?	.
Cc1ccc(CNC(=O)/C=C/c2ccc(S(=O)(=O)NCc3ccco3)cc2)cc1	?	-23%	6%
O=C(Nc1ccc(Cl)cc1)NN1CC(=O)N(c2cccc(C(F)(F)F)c2)CC1=O	3%	-5%	.
O=C(CSc1nc(-c2ccccc2)cc(C(F)(F)F)n1)N1CCOCC1	-24%	0%	0%
CCOc1cc(/C=N/NC(=O)C(=O)NC2CC2)cc(Br)c1O	-2%	3%	-8%
CCN(CC)CC(C)CNC(=O)C1(O)c2ccccc2NC(=O)N1c1ccc(Cl)c(Cl)c1 (stereo not given)	3%	6%	.
CC(C)CCNc1nc(N2CCCC2)c2c(c1C#N)CCN(C)C2	23µM*	?	-5%
COc1ccc2cc(Br)ccc2c1CC(=O)NC(C)C	?	-9%	6%
O=C(CSc1ccc(-c2ccco2)nn1)NCc1ccccc1	-2%	-1%	3%
COc1cc(COc2ccc(-c3nnco3)cc2)ccc1OC(F)F	0%	-13%	6%

O=C(NC1CCN(Cc2ccccc2)CC1)c1ccc2c(c1)OCCCO2
  TDP1 cell noCPT = -20% | DT40 TDP1 CPT = -10% | TDP1 inh = 4%
Cc1cccc(-n2ncc3c(NCCc4ccc(S(N)(=O)=O)cc4)ncnc32)c1
  TDP1 cell noCPT = ? | DT40 TDP1 CPT = 29µM* | TDP1 inh = 7%
Cn1nc(C(=O)N2CCN(c3ccccc3)CC2)c2c1-c1ccccc1S(=O)(=O)C2
  TDP1 cell noCPT = ? | DT40 TDP1 CPT = ? | TDP1 inh = 4%&1%
COc1cc(O)c(C(CC(=O)N2CCCCC2)c2ccc(N(C)C)cc2)c(OC)c1 (stereo not given)
  TDP1 cell noCPT = -21% | DT40 TDP1 CPT = 0% | TDP1 inh = 21%&11%
O=C(CC1C(=O)NCCN1Cc1cccc(F)c1)NC1CCC1 (stereo not given)
  TDP1 cell noCPT = 18% | DT40 TDP1 CPT = 5% | TDP1 inh = 2%
Cc1[nH]c2ccccc2c1/C=N/NC(=O)c1cccc(S(=O)(=O)Nc2cccc(C(F)(F)F)c2)c1
  TDP1 cell noCPT = ? | DT40 TDP1 CPT = ? | TDP1 inh = 10%
O=C(NCC(=O)N(c1ccccc1)C(C(=O)NC1CCCCC1)c1cccnc1)c1cccs1 (stereo not given)
  TDP1 cell noCPT = -10% | DT40 TDP1 CPT = 2% | TDP1 inh = -10%
O=C(CNC(=O)c1ccc2c(c1)OCO2)N/N=C/c1cccc([N+](=O)[O-])c1
  TDP1 cell noCPT = -29% | DT40 TDP1 CPT = -6% | TDP1 inh = 3%
CCOc1ccc(NC(=O)CNC(=O)c2cn(-c3ccccc3OC)c(=O)c3ccccc23)cc1
  TDP1 cell noCPT = -27% | DT40 TDP1 CPT = -27% | TDP1 inh = 5%
COc1ccc(NC(=O)CSCC(=O)Nc2cc(Cl)ccc2N2CCCC2)cc1
  TDP1 cell noCPT = -25% | DT40 TDP1 CPT = -1% | TDP1 inh = 6%

C=CCN(c1ccc(C(=O)Nc2ccc(C)cc2)cc1)S(C)(=O)=O
  TDP1 cell noCPT = -12% | DT40 TDP1 CPT = 5% | TDP1 inh = .
CCCCCCCCOC(=O)c1cc([N+](=O)[O-])c(Sc2ncnc3nc[nH]c23)c([N+](=O)[O-])c1
  TDP1 cell noCPT = 3.3µM* | DT40 TDP1 CPT = 2.6µM* | TDP1 inh = .
COC(=O)c1ccc(CO/N=C/c2ccccc2OC)cc1
  TDP1 cell noCPT = -1% | DT40 TDP1 CPT = -1% | TDP1 inh = .
Fc1ccc(Oc2ncccn2)c(F)c1
  TDP1 cell noCPT = -1% | DT40 TDP1 CPT = 1% | TDP1 inh = 2%
O=C(N[C@H]1CC[C@H](CCNC(=O)C2CC2)O[C@@H]1CO)c1ccccn1
  TDP1 cell noCPT = -2% | DT40 TDP1 CPT = -4% | TDP1 inh = .
CCO[C@H]1OC(C(=O)N2CCCCCCC2)=C[C@@H](c2ccc(C(F)(F)F)cc2)[C@@H]1CCCO
  TDP1 cell noCPT = 21µM* | DT40 TDP1 CPT = ? | TDP1 inh = 0%
Cc1nonc1OCCNc1ccc([N+](=O)[O-])cc1
  TDP1 cell noCPT = -13% | DT40 TDP1 CPT = 9% | TDP1 inh = 5%
COc1ccc(OC)c(NC(=O)NNC(=O)COc2ccc([N+](=O)[O-])cc2)c1
  TDP1 cell noCPT = -5% | DT40 TDP1 CPT = 4% | TDP1 inh = 0%
Cn1cnnc1SCC(=O)Nc1ccc2nc(SCc3ccccc3Cl)sc2c1
  TDP1 cell noCPT = 2% | DT40 TDP1 CPT = 13% | TDP1 inh = 5%
N#Cc1cc2c(=O)n3ccccc3nc2n(CCCn2ccnc2)c1=N
  TDP1 cell noCPT = ? | DT40 TDP1 CPT = ? | TDP1 inh = 6%
O=C(COC(=O)Cc1ccc(Cl)c(Cl)c1)NCc1ccco1
  TDP1 cell noCPT = -17% | DT40 TDP1 CPT = -8% | TDP1 inh = 0%
CCOc1ccc(-n2c(SCc3ccc(C#N)cc3)nnc2-c2cccnc2)cc1
  TDP1 cell noCPT = -19% | DT40 TDP1 CPT = 3% | TDP1 inh = 12%
